High-throughput results deposited in PubChem by Broad Institute.
PAX8 reporter – lowers PAX8-driven luciferase in RMG-I cells; RMG-I TPO-luciferase reporter, SteadyGlo, 24 h; actives 1.2% (n = 360,000); AID 652154; inhibition, % at 12.6 µM;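 active means mean replicate inhibition at least 60% with every replicate also reaching 60%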;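 further: luciferase light reporting Pax8 driven TPO promoter activity; plate controls were median of neutral control wells for no effect and mitoxantrone controls for full effect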
FN deposition inh – fibronectin deposition inhibition; actives 0.086% (n = 350,000); inhibition, % at 12.6 µM; AH1F fibroblasts, Alexa488-fibronectin deposition fluorescence, overnight;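 active means mean inhibition across replicates of 30% or more, regardless of how many single replicates reach that level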;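 further: positive control wells lacked labelled fibronectin entirely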
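Assay system: AH1F fibroblasts / Quantity: 10000 cells per well / Medium: DMEM plus 2% serum, read in PBS / Reagent: labelled fibronectin 24 nM / Dosing: single dose, pinned / Times: 1 h cell attachment, overnight exposure to compound and label / Signal: fluorescence, ex 485 nm, em 525 nm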
PGC1a acetyl inh – modulators of PGC1a acetylation; U2OS PGC1a acetylation, AlphaScreen anti-acetyl-lysine; with virally co-expressed GCN5 acetyltransferase; inhibition, % at 15.6 µM; actives 0.17% (n = 350,000); AID 651687;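 active means every replicate shows inhibition of at least 40%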;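 further: 0% = neutral control wells and 100% = positive control wells; some results beyond the cut were filed as inactive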
S100A4 MyoIIA – inhibitors of human S100A4 binding to myosin IIA peptide; S100A4/TAMRA-MyoIIA peptide fluorescence polarization; inhibition, % at 10.7 µM; actives 0.14% (n = 360,000);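 active means mean inhibition of at least 70% across replicates, with every replicate also reaching that level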
Target sequence (P26447 whole entry, looked up): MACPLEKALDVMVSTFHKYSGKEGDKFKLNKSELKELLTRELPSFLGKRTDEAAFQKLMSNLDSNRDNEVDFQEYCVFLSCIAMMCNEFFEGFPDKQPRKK
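Compound dosing: one dose per compound; test system: human S100A4 monomer with TAMRA-labelled myosin IIA peptide; probe or stimulus: TAMRA-labelled myosin IIA heavy-chain peptide probe, 5 nM; medium: HEPES buffer with Ca2+, pH 7.2; schedule: 5 min incubation before reading; benchmarks: neutral control DMSO, positive control TFP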
EWS-Fli inh – inhibitors of EWS/Fli oncoprotein transcriptional activity; A673 NR0B1-luciferase reporter, viability-normalised; inhibition, % at 12.6 µM; actives 0.67% (n = 350,000); AID 651661;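 active means mean inhibition of at least 50% after viability correction, with every replicate also passing that limit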;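 further: firefly luciferase signal divided by Alamar Blue viability fluorescence both relative to DMSO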
ERAP1 inh – ERAP1 (human) enzyme inhibition. Q9NZ08. recombinant ERAP1, Leu-AMC fluorescence, 60 min. inhibition, % at 10.7 µM. actives 0.15% (n = 340,000). AID 652197;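 active means mean replicate inhibition of at least 30%, or all replicates individually reaching that 30% level; inactive means mean below 30% and not every replicate reaching it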;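 further: 0% = neutral control wells and 100% = L-leucinethiol positive control wells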
Target sequence (Q9NZ08 whole entry, looked up): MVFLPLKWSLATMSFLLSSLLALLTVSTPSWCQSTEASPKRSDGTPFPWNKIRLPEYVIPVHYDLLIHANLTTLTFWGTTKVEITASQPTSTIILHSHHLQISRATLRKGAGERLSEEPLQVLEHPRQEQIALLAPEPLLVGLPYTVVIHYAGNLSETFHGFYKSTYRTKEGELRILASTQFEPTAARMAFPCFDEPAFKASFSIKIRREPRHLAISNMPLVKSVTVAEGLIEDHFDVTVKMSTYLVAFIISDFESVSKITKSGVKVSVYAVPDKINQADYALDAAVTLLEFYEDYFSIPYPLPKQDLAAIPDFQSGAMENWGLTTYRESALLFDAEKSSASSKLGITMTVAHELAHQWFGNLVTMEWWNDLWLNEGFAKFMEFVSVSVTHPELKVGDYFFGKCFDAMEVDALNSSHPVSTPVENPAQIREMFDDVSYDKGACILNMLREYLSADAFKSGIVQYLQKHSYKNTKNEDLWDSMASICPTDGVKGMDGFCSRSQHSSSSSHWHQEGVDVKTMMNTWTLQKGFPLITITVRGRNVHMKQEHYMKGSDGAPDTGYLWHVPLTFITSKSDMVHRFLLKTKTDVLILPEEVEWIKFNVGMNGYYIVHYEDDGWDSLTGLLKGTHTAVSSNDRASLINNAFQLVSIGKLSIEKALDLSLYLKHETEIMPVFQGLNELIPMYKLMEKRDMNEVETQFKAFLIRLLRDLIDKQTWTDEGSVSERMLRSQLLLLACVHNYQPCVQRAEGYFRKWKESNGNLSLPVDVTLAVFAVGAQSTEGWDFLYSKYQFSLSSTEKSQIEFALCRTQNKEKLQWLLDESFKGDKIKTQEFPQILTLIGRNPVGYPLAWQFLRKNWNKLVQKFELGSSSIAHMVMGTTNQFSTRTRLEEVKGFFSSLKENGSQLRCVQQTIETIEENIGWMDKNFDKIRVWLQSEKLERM
PglD DTNB – PglD (C. jejuni) enzyme inhibition; purified PglD enzyme, DTNB colorimetric CoA detection; inhibition, % at 12.5 µM; actives 0.098% (n = 360,000); AID 602405; in the data active means inhibition above about 16%, passing the limit was not always enough; further: strong numbers were not always called active
LGR2 inh – inhibitors of bursicon-induced Drosophila LGR2 receptor cAMP signaling; inhibition, % at 9.99 µM; actives 0.35% (n = 380,000); HEK293 LGR2, CRE-luciferase, bursicon-stimulated, 4 h; AID 720647;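 active means drop in luminescence signal, shown as inhibition above about 50% in the replicate tests, limit read from the data, passing the limit was not always enough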;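 further: agonist challenge used bursicon conditioned medium at about half maximal strength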
Active calls of the source: *; . = no result given.

Letters: A = PAX8 reporter; B = FN deposition inh; C = PGC1a acetyl inh; D = S100A4 MyoIIA; E = EWS-Fli inh; F = ERAP1 inh; G = PglD DTNB; H = LGR2 inh
Cc1ccccc1-c1cnc2c(c1)C(=O)N([C@H](C)CO)C[C@H](C)[C@@H](CN(C)Cc1cccnc1)O2
  A: 8; B: .; C: 4; D: -2; E: -13; F: 3; G: .; H: 3
COc1ccc(CC(=O)NCC(c2ccc(OC)cc2)N(C)C)cc1 (stereo unspecified)
  A: 25; B: 6; C: .; D: 11; E: -16; F: 2; G: -20; H: .
Cn1nc(C(F)(F)F)cc1C(=O)Nc1ccc(Cl)cc1
  A: -9; B: -3; C: .; D: 0; E: 5; F: .; G: 3; H: -27
CC1(C(=O)NS(=O)(=O)c2ccc(C#N)cc2)CCN1C(=O)Cc1ccsc1 (stereo unspecified)
  A: 2; B: 12; C: 11; D: -10; E: -5; F: -1; G: -5; H: 6
O=C(c1ccccn1)N1C[C@H]2[C@@H](c3ccccc31)[C@H](CO)N2C(=O)C1CCCC1
  A: -7; B: -1; C: 6; D: -1; E: 10; F: 0; G: 6; H: -12
Cc1ccc(CSc2nnc(NC(=O)C3=COCCO3)s2)cc1
  A: -42; B: 0; C: 2; D: 8; E: -15; F: 3; G: 3; H: -3
NNc1nc2ccccc2nc1C(F)(F)F
  A: -10; B: 6; C: 4; D: -1; E: -5; F: 15; G: .; H: -2
COCCNC(=O)/C(C#N)=C/c1ccc(-c2ccc(S(=O)(=O)N3CCOCC3)cc2)o1
  A: 7; B: 2; C: .; D: 5; E: 0; F: 3; G: .; H: -10
Cc1ccc(S(=O)(=O)Nc2ccc3c(c2)CC(=O)N([C@H](C)CO)C[C@@H](C)[C@@H](CN(C)C(=O)Nc2ccc4c(c2)OCO4)O3)cc1
  A: 2; B: -7; C: -10; D: -2; E: -5; F: 1; G: -2; H: -3
Cc1ccc2[nH]c(O)c(N=NC(N)=S)c2c1
  A: 6; B: -7; C: 3; D: 3; E: -11; F: .; G: -1; H: -11
CN(C)C(=O)C12CCC(C)(c3nc4ccccc4nc31)C2(C)C (stereo unspecified)
  A: .; B: 3; C: -5; D: -5; E: .; F: .; G: 0; H: -3
CN1CCN(C(=O)CN2C(=O)NC(C)(c3ccc4ccccc4c3)C2=O)CC1 (stereo unspecified)
  A: 8; B: 2; C: -1; D: -1; E: -9; F: -1; G: 2; H: -11
O=C(NCCc1cccs1)C1CC(c2c(Cl)cccc2Cl)=NO1 (stereo unspecified)
  A: -21; B: -4; C: .; D: 0; E: -25; F: 5; G: -6; H: -24
O=C(NC1CCCCC1)C1CCCN1S(=O)(=O)c1ccc(F)cc1 (stereo unspecified)
  A: -8; B: -6; C: .; D: -1; E: 3; F: 4; G: 6; H: -4
C[C@@H]1CCCCO[C@H](CN(C)Cc2ccccc2)[C@H](C)CN([C@@H](C)CO)C(=O)c2cc(NS(=O)(=O)c3ccc(F)cc3)ccc2O1
  A: 48; B: -2; C: -3; D: -9; E: -14; F: 0; G: -2; H: 8
Nc1nc(CCl)nc(Nc2ccc3ccccc3c2)n1
  A: 98*; B: 6; C: .; D: 1; E: 53*; F: -2; G: .; H: -100
CCc1ccc(-c2nc(CSCC(=O)NCCCN3CCCC3=O)c(C)o2)cc1
  A: -15; B: -4; C: 7; D: .; E: .; F: .; G: -2; H: .
CCN(CC)C1CCN(C(=O)CCn2nnnc2CN2CCOCC2)C1 (stereo unspecified)
  A: -8; B: 10; C: .; D: 0; E: -3; F: 2; G: -6; H: -10
O=S(=O)(NCc1ccco1)c1ccc(S(=O)(=O)N2CCCCC2)cc1
  A: .; B: .; C: 3; D: 7; E: 14; F: -1; G: 2; H: -11
O=C(NC1CCCC1)C(c1ccccc1)N(Cc1ccc(F)cc1)C(=O)c1csnn1 (stereo unspecified)
  A: -6; B: 2; C: -68; D: -21; E: 4; F: -2; G: -3; H: 10
Cc1ccc(S(=O)(=O)N2CCC(C(=O)Nc3nnc(COc4ccccc4)s3)CC2)cc1
  A: .; B: .; C: 0; D: -1; E: .; F: -3; G: -1; H: -1
CCc1nc2ccc(C(=O)Nc3ccc(C(=O)N(C)C)cc3)cn2c1N(C)CCCc1ccccc1
  A: 21; B: 11; C: -4; D: -1; E: -3; F: -1; G: 7; H: 1
CCNC(=O)N1CCCC(C(=O)c2ccc(-c3ccccc3)cc2)C1 (stereo unspecified)
  A: -78; B: -8; C: 19; D: 1; E: -81; F: 3; G: 3; H: -30
CCO[C@@H]1OC(C(=O)O)=C[C@H](c2ccc3c(c2)OCO3)[C@H]1CCCO
  A: -22; B: 15; C: -9; D: 0; E: -2; F: .; G: -5; H: 0
COc1ccc(C(C)=O)cc1CSc1ccccn1
  A: -9; B: 7; C: -9; D: -5; E: -12; F: 0; G: .; H: -17

The last 3 entries of the part before open the next one:
Letters: A = PAX8 reporter; B = FN deposition inh; C = PGC1a acetyl inh; D = S100A4 MyoIIA; E = EWS-Fli inh; F = ERAP1 inh; G = PglD DTNB; H = LGR2 inh
CCNC(=O)N1CCCC(C(=O)c2ccc(-c3ccccc3)cc2)C1 (stereo unspecified)
  A: -78; B: -8; C: 19; D: 1; E: -81; F: 3; G: 3; H: -30
CCO[C@@H]1OC(C(=O)O)=C[C@H](c2ccc3c(c2)OCO3)[C@H]1CCCO
  A: -22; B: 15; C: -9; D: 0; E: -2; F: .; G: -5; H: 0
COc1ccc(C(C)=O)cc1CSc1ccccn1
  A: -9; B: 7; C: -9; D: -5; E: -12; F: 0; G: .; H: -17
O=C(NC(Cc1ccccc1)C(=O)O)/C(=C\c1ccc(Cl)cc1)NC(=O)c1ccccc1 (stereo unspecified)
  A: 35; B: -2; C: -1; D: 2; E: 2; F: -3; G: .; H: 3
CC(C)(C)C(=O)NC1CCN(CC(=O)Nc2ccc3c(c2)OCO3)CC1
  A: -19; B: 7; C: .; D: 3; E: -5; F: 2; G: -1; H: 7
COc1ccccc1NC(=O)C1CCN(S(=O)(=O)c2ccc3c(c2)NC(=O)CO3)CC1
  A: -7; B: 1; C: 7; D: -5; E: .; F: -2; G: 3; H: 4
COc1ccc(-c2ccc(C(=O)N3CCOCC3)c3occc23)c(C)c1
  A: .; B: -4; C: -18; D: 1; E: -2; F: 0; G: 1; H: -4
O=C(Cn1c(-c2cncs2)nc2ccccc21)NC1CCCC1
  A: .; B: .; C: 11; D: -3; E: .; F: -5; G: -2; H: 1
CO[C@@H]1CN(C)C(=O)c2ccc(NC(=O)c3cc(C)on3)cc2OC[C@@H](C)N(S(=O)(=O)c2cccc(Cl)c2)C[C@H]1C
  A: 20; B: .; C: -1; D: -6; E: 15; F: 1; G: 0; H: .
COC(=O)CSC1=C(C#N)C(c2ccc(C)o2)CC(=O)N1 (stereo unspecified)
  A: 33; B: .; C: 16; D: 0; E: 27; F: -2; G: -5; H: 0
CCOC(=O)Cc1c(C)nc2c(-c3ccc(Cl)cc3)c(C)[nH]n2c1=O
  A: .; B: .; C: 19; D: -3; E: 29; F: 0; G: 1; H: 8
Cc1noc(C)c1NC(=O)N(C)C[C@@H]1Oc2c(NC(=O)C3CCOCC3)cccc2C(=O)N([C@@H](C)CO)C[C@@H]1C
  A: .; B: -2; C: -7; D: -7; E: -4; F: 0; G: 1; H: -7
COC(=O)C1=C(C)N(Cc2cccc(C(F)(F)F)c2)C(=NCC2CC2)NC1c1ccc(F)cc1 (stereo unspecified)
  A: -6; B: 9; C: .; D: -5; E: 20; F: 3; G: .; H: 4
O=C(CCCCCCCCCCC(=O)NCc1cccnc1)NCc1cccnc1
  A: -11; B: 5; C: .; D: 3; E: 15; F: 2; G: .; H: 13
O=C(Nc1ccc(-c2nc3cc(Cl)ccc3c(=O)o2)cc1)c1ccco1
  A: 8; B: 2; C: -6; D: .; E: .; F: .; G: -2; H: 14
C=C(C)Cc1c(C)nc(-c2ccccc2)[nH]c1=O
  A: -2; B: -4; C: 0; D: .; E: .; F: .; G: 2; H: .
COCCN(C[C@H]1N[C@H](CO)[C@@H]1c1ccc(-c2cccc(F)c2)cc1)C(C)=O
  A: 4; B: 8; C: -7; D: -21; E: 5; F: -1; G: 0; H: 1
O=C(Cc1ncc(C(F)(F)F)cc1Cl)N1CCN(c2ccc(F)cc2)CC1
  A: -7; B: -7; C: -4; D: .; E: .; F: .; G: 3; H: .
CN1CCCCN2[C@H](C1)[C@H](c1ccc(-c3ccc(F)cc3)cc1)[C@@H]2CO
  A: 0; B: 0; C: 7; D: -8; E: -11; F: -1; G: -2; H: -9
c1ccc(Nc2nn[nH]n2)cc1
  A: .; B: .; C: 5; D: -15; E: 6; F: 2; G: -2; H: -4
COc1ccccc1NC(=O)CCSc1nc(C)cs1
  A: 14; B: -3; C: 12; D: 0; E: 2; F: 2; G: -3; H: -1
CN(C(=O)Cn1nnc(-c2cccnc2)n1)C1CCCCC1
  A: 14; B: 3; C: .; D: 2; E: -4; F: 0; G: .; H: -15
CN1c2ccc(-c3ccc(C#N)cc3)cc2[C@@H]2[C@@H](CCN2S(=O)(=O)c2cccc(F)c2)[C@H]1CO
  A: 11; B: 25; C: 7; D: 8; E: 9; F: 1; G: -3; H: 13
O=c1c2ccccc2ncn1Cc1ccccc1
  A: -1; B: 0; C: -1; D: 25; E: -2; F: .; G: 2; H: 11
CCNC(=S)N1CCc2cc(OC)c(OC)cc2C1COc1ccccc1OC (stereo unspecified)
  A: 1; B: 5; C: -1; D: -2; E: 7; F: -3; G: -5; H: -42
COc1ccc(NC(=O)c2cc(-c3cc(OC)c(OC)c(OC)c3)nc3ccccc23)cc1OC
  A: 35; B: 4; C: -14; D: -2; E: 21; F: -1; G: 2; H: 22
CCc1ccc(C(=O)C(C)OC(=O)c2nc3nc(C)cc(C)n3n2)cc1 (stereo unspecified)
  A: -7; B: -3; C: .; D: -3; E: 0; F: 6; G: -3; H: -14
O=C(CSc1nnc(CNC(=O)c2ccccc2F)o1)NCC1CCCO1 (stereo unspecified)
  A: 10; B: 11; C: 4; D: -1; E: .; F: -5; G: -1; H: .

(more compounds)
Letters: A = PAX8 reporter; B = FN deposition inh; C = PGC1a acetyl inh; D = S100A4 MyoIIA; E = EWS-Fli inh; F = ERAP1 inh; G = PglD DTNB; H = LGR2 inh
CO[C@H]1CN(C)C(=O)c2cc(C#N)ccc2OC[C@@H]2O[C@H](CC[C@H]2OC)CCN(C)C(=O)[C@@H]1C
  A: 10; B: -3; C: -3; D: 5; E: -7; F: 2; G: -5; H: 0
CCCCNC(=O)N1CCc2[nH]c3ccccc3c2C1
  A: 15; B: 11; C: .; D: 2; E: 12; F: -3; G: 1; H: 4
Cc1ccc2oc(C(=O)Nc3nnc(CC(C)C)s3)c(C)c2c1
  A: 11; B: .; C: .; D: -3; E: .; F: -5; G: -3; H: -11
COc1ccccc1/C=N/Nc1cc(N(C)C)nc(N(C)C)n1
  A: 35; B: -1; C: .; D: -5; E: 13; F: -2; G: .; H: 6
O=c1[nH]cnc(O)c1Nc1cccc(Cl)c1
  A: -19; B: -5; C: -7; D: 3; E: 13; F: 0; G: -6; H: -10
O=C(C[C@@H]1CC[C@@H]2[C@H](COC[C@H](O)CN2C(=O)c2ccc(F)cc2)O1)N1CCCCC1
  A: -6; B: -3; C: 2; D: .; E: -7; F: .; G: 0; H: 7
Cc1ccc(C(=O)Nc2nc(C(N)Cc3ccc(C(F)(F)F)cc3)cs2)cc1 (stereo unspecified)
  A: 11; B: 6; C: .; D: -6; E: 14; F: -2; G: 2; H: -1
C[C@H]1CN([C@@H](C)CO)C(=O)c2cc(NC(=O)Cn3cnnn3)ccc2O[C@H]1CN(C)S(=O)(=O)c1ccc(Cl)cc1
  A: .; B: .; C: -15; D: 1; E: -5; F: -7; G: .; H: 7
